Bioassay records (PubChem)
USP2a inh = qHTS Assay for Inhibitors of Ubiquitin-specific Protease USP2a Using CHOP2 as the Reporter; USP2 core, Ub-CHOP2 coupled fluorogenic reporter, 485/531; Potency, µM (highest dose often 38.3 µM), inactives show at the highest dose activity change, negative = inhibition, actives largely listed as inhibitors; actives 0.01% (n = 330,000); AID 463254, 2010;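 further: potency means the concentration at half of the fitted maximal effect; plate controls were DMSO wells for no effect and full inhibition by NEM control for full effect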
Target sequence (O75604 whole entry, looked up): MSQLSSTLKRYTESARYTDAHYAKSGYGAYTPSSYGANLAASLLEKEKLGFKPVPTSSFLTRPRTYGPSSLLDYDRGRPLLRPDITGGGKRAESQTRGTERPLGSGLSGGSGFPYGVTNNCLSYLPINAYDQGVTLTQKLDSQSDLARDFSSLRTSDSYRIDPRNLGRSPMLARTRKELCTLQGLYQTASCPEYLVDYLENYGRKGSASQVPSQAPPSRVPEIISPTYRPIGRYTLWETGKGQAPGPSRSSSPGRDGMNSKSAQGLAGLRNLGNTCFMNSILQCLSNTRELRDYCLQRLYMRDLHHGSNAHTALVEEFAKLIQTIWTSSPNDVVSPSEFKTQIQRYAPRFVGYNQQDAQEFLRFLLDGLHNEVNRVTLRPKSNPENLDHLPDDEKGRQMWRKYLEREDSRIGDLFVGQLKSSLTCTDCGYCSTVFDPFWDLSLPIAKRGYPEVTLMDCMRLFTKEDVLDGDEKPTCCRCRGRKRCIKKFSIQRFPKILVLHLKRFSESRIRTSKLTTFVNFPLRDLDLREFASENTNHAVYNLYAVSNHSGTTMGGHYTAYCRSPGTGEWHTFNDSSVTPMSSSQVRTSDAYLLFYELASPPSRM
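USP2 core (10nM final) preincubated 30min RT with compound in 20mM Tris-HCl pH 8.0, 2mM CaCl2, 2mM beta-mercaptoethanol, 0.05% CHAPS; 25nM Ub-CHOP2 plus 25nM reporter substrate added, fluorescence (Ex485/Em531) read after 60min.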
Mito fusion yeast = qHTS Assay for Small Molecule Inhibitors of Mitochondrial Division or Activators of Mitochondrial Fusion. S. cerevisiae fusion-defective mutant growth rescue, CellTiterGlo 48 h. Potency, µM (titrated, usually from 46.1 µM), without a hit: top-dose growth rescue (activation), most hits filed as activators. actives 0.23% (n = 320,000). AID 485298, 2010;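 further: potency means the concentration at half of the fitted maximal effect; % of control where 0% means no effect; nearly all actives have a fitted effect of over 45% in size; temperature-sensitive fusion mutants such as fzo1-1 at 37 °C on non-fermentable ethanol glycerol medium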
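S. cerevisiae fusion-defective temperature-sensitive mutants (e.g. fzo1-1, mgm1-5) grown 48 h at 37C in YPEG (ethanol/glycerol non-fermentable) medium with 23 nl compound per well; growth rescue read as CellTiterGlo luminescence.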
KCNH2 3.1 block = qHTS for Inhibitors of KCHN2 3.1: Mutant qHTS. U2OS KCNH2 3.1, thallium flux FluxOr; hits give low values. actives 0.95% (n = 340,000). Potassium voltage-gated channel subfamily H member 2, brain isoform KCNH2 3.1 (human). activity change, % (tested at about 1.8 µM);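 active means maximum activity change below -70%; inconclusive means maximum activity change from -70% to -50%; inactive means maximum activity change above -50%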;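 further: thallium influx rate constant from kinetic fluorescence after stimulation buffer; on the % scale 0 is the no-effect control and ±100 the full control effect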
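Channel expression came from 3.1 mutant virus (1.77 x 10^8 /mL) applied to suspended U2OS cells for 4 h. Flux was tracked with FluxOr dye plus Red40 quencher, and kinetic rate constants normalized to controls.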
hERG WT inh = qHTS for Inhibitors of KCHN2 3.1: Wildtype qHTS. activity change, % at 1.84 µM. U2OS, BacMam KCNH2, thallium flux FluxOr; hits give low values. Voltage-gated inwardly rectifying potassium channel KCNH2 (Homo sapiens), Q12809. AID 720551, 2013. actives 0.37% (n = 340,000);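 active means maximum activity change below -70%; inconclusive means maximum activity change between -70% and -50%; inactive means maximum activity change above -50%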; further: on the % scale 0 is the no-effect control and ±100 the full control effect
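U2OS cells were transduced with wild-type KCNH2 virus (2.03 x 10^8 / mL) for 4 h at room temperature, then cultured overnight at 37 C. Thallium flux was read with FluxOr dye. Rate constants were normalized to DMSO controls.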
Eya2 phos inh = qHTS Assay for Inhibitors of the Phosphatase Activity of Eya2. actives 0.006% (n = 330,000). Protein phosphatase EYA2 (Homo sapiens), O00167. AID 488837, 2010. Potency, µM (top dose mostly 76.9 µM), inactives show top-dose activity, negative = inhibition, hits mostly inhibitors. recombinant Eya2, OMFP fluorescence dephosphorylation (OMFP is methylfluorescein phosphate); further: potency means the concentration at half of the fitted maximal effect; on the % scale 0 is the no-effect control and ±100 the full control effect
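Eya2 (0.2 uM) preincubated 10 min at ambient with compound, then OMFP substrate added at 50 uM; 10 min reaction in 50 mM HEPES pH 7.5, 50 mM NaCl, 5 uM MgCl2, 0.05% BSA, 1 mM DTT. Fluorescence read at Ex 485/Em 525 nm.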
TSHR antag = Antagonists of the Thyroid Stimulating Hormone Receptor: HTS campaign | Thyrotropin receptor (Homo sapiens), P16473 | TSHR-expressing cells, TSH-stimulated cAMP HTRF, 2 h; hits give low values | activity change, negative = inhibition, % at 11.5 µM | actives 0.2% (n = 330,000) | AID 504810, 2011;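 active means activity change below a set negative limit, meaning inhibition stronger than a set level, cut at about -70% in these data; inconclusive means activity change between two set negative limits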; further: on the % scale 0 is the no-effect control and ±100 the full control effect
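Inhibition of cAMP made by TSHR-expressing cells under TSH stimulation (4nM final, EC80; 2 h, 37 deg C) is quantified with a one-step lysis HTRF kit, anti-cAMP cryptate versus cAMP-d2.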
TRPV1 agonist = HTS Assay for Compounds that Act as Agonists of the Vanilloid Receptor 1; Transient receptor potential cation channel subfamily V member 1 (Homo sapiens), Q8NER1; TRPV1-expressing cells, Fluo-8 calcium influx, agonist mode; activation, % at 8.33 µM; actives 0.19% (n = 320,000); AID 540275, 2011; in the data active means activation above about 80%; inconclusive means between about 30% and that limit; further: 0% is about no effect
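Fluo-8 calcium influx in TRPV1-expressing cells, kinetic read (ex 480/em 520 nm). Compound added and read 3 min for agonist activity, followed by capsaicin at EC20 final and 2 min further read for enhancement.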
ELG1 DNA repair = qHTS screen for small molecules that inhibit ELG1-dependent DNA repair in human embryonic kidney (HEK293T) cells expressing luciferase-tagged ELG1; HEK293T ELG1-luciferase reporter, luminescence, 16 h; DNA damage induced by 5-fluorouridine; Potency, µM (titrated, usually from 46.1 µM), for the others: at the highest dose activity change, negative = inhibition, actives largely listed as inhibitors; actives 2.3% (n = 330,000); AID 504467, 2011; further: potency means the concentration at half of the fitted maximal effect; on the % scale 0 is the no-effect control and ±100 the full control effect; nearly all actives have a fitted effect of over 55% in size
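HEK293T cells expressing luciferase-tagged ELG1 (2,000/well) received 5-Fluorouridine plus compound or DMSO for 16 hr at 37 °C. Luciferase was read by ONE-Glo luminescence after 30 min at room temperature.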
AT treatment = qHTS Assay for Identifying a Potential Treatment of Ataxia-Telangiectasia; Potency, µM (highest dose often 57.5 µM), for the others: at the highest dose activation, hits mostly activators; actives 0.19% (n = 320,000); […] A-T fibroblasts, KAP-1 phosphorylation AlphaLISA; neocarzinostatin DNA damage 30 min before lysis; AID 485349, 2010; further: potency means the concentration at half of the fitted maximal effect; % of control where 0% means no effect; nearly all actives have a fitted effect of over 45% in size
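hTERT-immortalized A-T patient fibroblasts ([…]), 500 cells/well in OPTI-MEM, 1% FBS, got compounds for 60 min, then NCS for 30 min at 37C. Lysates were then assayed for phospho-KAP-1 by AlphaLISA (anti-pKAP1 donor, anti-KAP1 acceptor beads), 6 hr at 25C.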
TCR activator = Activators of T cell receptors: qHTS campaign; primary human leukocytes, anti-CD3, IL-2 HTRF, 48 h; Potency, µM (titrated, usually from 9.22 µM), inactives show at the highest dose activation of IL-2 secretion, most hits filed as activators; 330,000 tested, under 10 active; AID 504894, 2011; further: % of control where 0% means no effect
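TCR engagement came from a-CD3 beads alone, with compounds added to primary human leukocytes for 48 hr. Secreted IL-2 bridged europium cryptate- and d2-labelled anti-IL-2 antibodies, giving FRET emission at 665nm after 320nm excitation.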
* marks the source's active call; other numbers are inactive results; i = inactive; ? = inconclusive; . = not tested or not shown; [ ] = another dose, or the depositor's remark. Unless noted, the call rests on the fitted dose curve; in most records, active means well fitted curve in the direction sought with a large enough effect; inconclusive means small, poorly fitted or top-dose-only effect, or another doubt; inactive means no such curve, though single readings can be large; an effect the other way counts as inactive or inconclusive.

SMILES	USP2a inh	Mito fusion yeast	KCNH2 3.1 block	hERG WT inh	Eya2 phos inh	TSHR antag	TRPV1 agonist	ELG1 DNA repair	AT treatment	TCR activator
CCCCCSc1nnc(-c2ccccc2N)c(=O)[nH]1	0%	21%	9	2	8%	1	3	-4%	-7%	0%[46.1 µM]
O=C(COc1ncnc2sccc12)N1CCN(C(=O)c2ccco2)CC1	1%	-7%	-5	-6	-2%	0	1	1%	5%	-7%
CCC(=NCCc1c(C)[nH]c2ccc(OC(F)(F)F)cc12)C1=C(O)CC(c2ccccc2)CC1=O (centres undefined)	-1%	0%	7	-3	1%	-18	12	?	-4%	0%
NS(=O)(=O)c1cccc(NC(=O)CN2CCc3ccccc32)c1	0%	-3%	6	7	-3%	-2	-5	-6%	-4%	4%
Cc1cc(C)c(NC(=O)NC(=O)c2ccc(F)cc2)c(C)n1	1%	-1%	2	-6	-10%	4	3	?	5%	-1%
COc1ccc([C@]23Cc4ccccc4C(O2)c2c(c4ccc(OC)cc4oc2=O)O3)cc1	-1%[7.66 µM]	-4%[9.22 µM]	.	.	11%[15.4 µM]	.	i	.	3%[11.5 µM]	.
COc1ccccc1N(C)S(=O)(=O)c1ccc(Cl)c(C(=O)Nc2cccc(C)n2)c1	-3%	25%	24	-4	-5%	-2	8	?	10%	-3%
O=C(Nc1nnc(C2=COCCO2)o1)c1cccc(F)c1	1%	3%	1	7	-21%	24	-7	1%	48%	-1%
CCN(CC(=O)Nc1ccc(C)c(F)c1)CC(=O)NC(C)C	2%	11%	-1	-4	8%	10	16	16%	7%	3%
Cc1ccc(CN2CCNC(=O)C2CC(=O)NCc2cc(C)n(C)n2)cc1 (centres undefined)	4%	1%	5	3	1%	1	-3	-1%	5%	-4%
O=C(CSc1cccc2cccc(Cl)c12)OCC(=O)N1CCN(C(=O)c2ccco2)CC1	3%	4%	-24	11	-6%	1	-1	-3%	.	.
CCOC(=O)c1sc(NC(=O)CSc2n[nH]c(C)n2)nc1C	0%	-2%	-1	7	-7%	-2	1	?	-5%	-6%
O=C(NNc1c2ccccc2nc2ccccc12)c1ccc(O)cc1	-9%	1%	18	1	4%	-27	4	?	-10%	0%[46.1 µM]
COc1ccc(S(=O)(=O)N2CCCC2CNC(=O)C(=O)NCCc2ccccc2)cc1 (centres undefined)	3%	8%	-4	8	-10%	-11	1	?	-2%	1%
O=C(NC(Cc1ccccc1)C(=O)N1CCN(S(=O)(=O)c2ccccc2F)CC1)c1ccccc1 (centres undefined)	1%	-3%	18	5	5%	-10	?	?	1%	4%
Cc1cc(OCC(=O)N2CCCC2)cc(C)c1Cl	-9%	?	14	14	-44%	.	3	-2%	17%	3%
Cc1ccc(NCC(=O)N/N=C\c2ccc[nH]2)cc1	2%	-12%	6	7	-3%	10	10	18%	4%	-1%
C[C@]12C=C[C@H](O)CC1=CCC1C2CC[C@@]2(C)C1CCC21OCCO1 (some centres undefined)	-3%	.	-1	-4	-20%	12	.	7%	12%	-3%
COc1ccccc1C(=O)Nc1nnc(SCC(=O)NCc2ccco2)s1	1%	-6%	9	6	11%	23	0	?	-2%	0%
COc1ccc(NC(=O)CCc2nnc3ccc(NCc4ccco4)nn23)cc1	1%	-1%	-10	9	-26%	-1	-4	-2%	-1%	4%
COc1ccc(CCC2(C)NC(=O)N(C(C)C(=O)Nc3ccccc3F)C2=O)cc1 (centres undefined)	2%	1%	-5	1	7%	-1	2	-9%	-6%	-2%
Cc1ccc(S(=O)(=O)CC(=O)Nc2nnc(C(C)(C)C)s2)cc1	1%	5%	13	-34	-8%	-3	10	0%	-2%	-1%
CCOC(=O)C1CCN(C(=O)C2CCN(S(=O)(=O)N3CCCC3)CC2)CC1	0%	0%	-2	1	-7%	-6	3	5%	-1%	1%
CCC12C(=O)C(CC)(C(c3ccccc3)=C1c1ccccc1)[C@@H]1C(=O)N(c3ccccc3)C(=O)C12 (some centres undefined)	2%	6%	-8	19	4%	1	0	3%	2%	3%[46.1 µM]
CC(=O)N1CCN(Cc2cc(=O)n3cc(Cl)c(C)c(Cl)c3n2)CC1	-2%	1%	-2	-37	19%	-4	1	9%	9%	1%
Cc1cc(C)c2[nH]c(=O)c(C(c3nnnn3CC3CCCO3)N3CCC(C)CC3)cc2c1 (centres undefined)	0%	-2%	-3	4	14%	-5	7	15%	2%	-2%
C=CCNC(=S)NS(=O)(=O)c1cccs1	11%	-6%	5	-13	6%	5	1	5%	0%	4%
Cc1nn(-c2ccccc2)c(N2CCCC2)c1/C=C1\N=C(c2ccccc2)OC1=O	5%	-1%	13	4	3%	-5	2	-5%	-9%	-10%[46.1 µM]
Cc1sc2ncnc(OCC(=O)NC(C)C)c2c1C	4%	1%	7	-2	23%	-4	-4	-1%	-10%	0%
O=C(CSc1ccc(Cl)cc1)NNC(=O)c1ccco1	2%	0%	31	3	-3%	4	4	-6%	22%	-3%
Nc1ccccc1NC1=CC(=O)CC(c2ccco2)C1 (centres undefined)	-3%	11%	6	5	-13%	8	22	29%	-1%	-6%
Cc1c(C)c2cc(Cl)c(O)c(CN3CCCCC3)c2oc1=O	-2%	0%	10	-14	-15%	31	4	?	.	2%
CCOC(=O)c1[nH]c(C)c(C(=O)NC2CCCCCC2)c1C	4%	1%	3	6	4%	-9	?	-2%	0%	-5%[46.1 µM]
O=C(Nc1ccc(Nc2ccccc2)cc1)c1c(F)c(F)c(F)c(F)c1F	1%	1%	-35	2	-27%	19	15	?	-3%	.
Cc1ccc2c(c1)nnn2C1CCN(S(=O)(=O)c2ccc(C(=O)N3CC(C)CC(C)C3)cc2)CC1 (centres undefined)	-2%	-1%	-28	3	0%	-7	1	21µM*	6%	5%
O=C(c1cnccn1)N1CCN(S(=O)(=O)c2ccc3ccccc3c2)CC1	6%	2%	8	-2	-13%	5	3	-11%	1%	8%
CC(C)CNS(=O)(=O)c1ccc(OCC(=O)Nc2ccc(F)cc2F)cc1	-3%	4%	14	-4	5%	12	-1	3%	10%	-1%[46.1 µM]
Cc1ccc(C(=O)Nc2cccnc2N2CCN(C)CC2)cc1	2%	2%	-7	-1	1%	3	2	9%	0%	-7%
Cc1ccc(OC(=O)c2ccc3nc(C)sc3c2)cc1	1%	0%	1	5	-4%	-6	2	?	-3%	3%
C=C(C)COc1ccc2c(C)c(CC(=O)N3C[C@H]4C[C@@H](C3)c3cccc(=O)n3C4)c(=O)oc2c1	-1%	1%	-8	3	5%	-11	-1	-1%	-5%	1%
COC(=O)c1cc(CNC(=O)C(C)NS(=O)(=O)c2ccc(C)c(C)c2)ccc1OC (centres undefined)	-6%	1%	6	-2	-1%	-1	2	-20%	4%	-2%
COc1cc(/C=N/N(C)C)ccc1OC(=O)c1cccs1	-7%	-4%	-46	-27	9%	20	-7	5%	2%	-1%
O=C1CSC(c2cccc([N+](=O)[O-])c2)N1c1ccccc1 (centres undefined)	1%	0%	4	-8	-4%	-1	2	6%	2%	3%
Cc1nnnn1/C(=C\c1ccccc1)C(=O)OCC(=O)Nc1ccc(Cl)cc1F	0%	-15%	-6	-2	-2%	40	5	-7%	2%	2%
CCCn1nc(C(=O)NCCc2ccc(S(N)(=O)=O)cc2)c2ccccc2c1=O	2%	2%	-1	8	16%	-10	3	-14%	4%	3%
O=C1C2CCCN2C(=S)N1C1CCCCC1 (centres undefined)	-1%	6%	-3	-4	-1%	-5	9	-1%	-19%	4%
COC(=O)[C@@]1(Cc2ccc(OC)cc2)[C@H]2c3cc(C(=O)N4CCCC4)n(CCn4cc([N+](=O)[O-])nc4C)c3C[C@H]2CN1C(=O)c1ccccc1	6%	-1%	6	-7	1%	3	1	23%	14%	-3%

This is a subset, so the mix of outcomes need not match the whole.
